Compound activity (PubChem BioAssay)
HDAC3 inhib: HDAC3 deacetylase inhibitors, primary screen, biochemical, fluorescence, cell-free homogeneous; Histone deacetylase 3 (Homo sapiens), O15379; recombinant HDAC3, fluorogenic peptide/trypsin coupled; inhibition, % at 8.3 µM; actives 0.15% (n = 320,000); in the data active = inhibition above about 26%, passing the limit was not always enough
Target sequence (O15379 whole entry, looked up): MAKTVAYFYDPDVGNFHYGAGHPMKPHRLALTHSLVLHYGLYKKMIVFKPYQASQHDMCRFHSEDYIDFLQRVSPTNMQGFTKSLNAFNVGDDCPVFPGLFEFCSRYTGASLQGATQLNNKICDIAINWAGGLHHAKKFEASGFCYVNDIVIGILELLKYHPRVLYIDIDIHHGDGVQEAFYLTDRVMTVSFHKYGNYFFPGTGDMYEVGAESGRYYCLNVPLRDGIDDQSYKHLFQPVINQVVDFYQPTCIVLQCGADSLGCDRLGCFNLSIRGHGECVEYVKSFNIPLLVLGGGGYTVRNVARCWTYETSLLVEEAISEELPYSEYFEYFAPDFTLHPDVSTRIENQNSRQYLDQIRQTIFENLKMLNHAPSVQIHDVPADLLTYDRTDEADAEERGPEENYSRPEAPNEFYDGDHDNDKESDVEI
KCNQ1 inh: inhibitors of human KCNQ1 channel, primary screen, cell-based, thallium flux, high-throughput. CHO-K1 KCNQ1, FluxOR thallium flux fluorescence; hits give high values. B-score at 10 µM. actives 1.3% (n = 310,000). AID 2642, 2010;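 active = compounds whose thallium flux B-score, printed positive for inhibition, exceeds three library SD while starting fluorescence stays within three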;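 also: channel opened by potassium depolarization with thallium stimulus after 20 min compound exposure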
SKKanGAS inh: S. pyogenes SKKanGAS growth inhibitors in kanamycin, primary screen, streptokinase expression inhibitor project, SKKanGAS strain, BacTiter-Glo luminescence | 6 h | inhibition, % at 7.5 µM | actives 1.3% (n = 300,000);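 active = mean replicate score, as percent of positive control median, at least 50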;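 also: strain carries kanamycin resistance gene driven by streptokinase promoter and grows in 40 µg/ml kanamycin; loss of luminescence reflects streptokinase promoter inhibition or plain growth inhibition; 0% = median of DMSO wells and 100% = positive control at its reference dose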
TMEM16A act: TMEM16A chloride channel activators or potentiators, primary screen, cell-based, HTS | HEK293 TMEM16A/YFP-H148Q/I152L, iodide quench fluorescence; hits give low values | B-score at 10 µM | actives 0.3% (n = 340,000);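 active = fluorescence-ratio B-score plate-corrected deviation score at least 3 library SD below zero, with starting fluorescence score within 5 deviations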;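 also: channel opened by trigger with iodide after compound preincubation; score built on the fluorescence ratio of max minus min over baseline; more negative score means more quench and so TMEM16A activation or potentiation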
KCNQ1 pot: potentiators or activators of KCNQ1 channel, primary screen, cell-based, thallium flux, high-throughput. AID 2648, 2010. Potassium voltage-gated channel subfamily KQT member 1 (Homo sapiens), P51787. CHO-K1 KCNQ1, thallium flux FluxOR fluorescence; hits give high values. actives 0.35% (n = 310,000). B-score at 10 µM;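 active = fluorescence ratio B-score, a plate-corrected score, at least three library SD, with initial intensity B-score within 5 SD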
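Assay system: CHO-K1 cells stably expressing KCNQ1; Medium: assay buffer with matched DMSO; Also added: K+/Tl+ depolarizing stimulus; Dosing: single dose; Timing: dye 90 min, compound 20 min, room temperature; Measured by: kinetic FluxOR thallium fluorescence, 10-s 1-Hz baseline, 110-s post-stimulus read; Read-out: peak-minus-minimum fluorescence over initial fluorescence, negative-control normalized, B-scored.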
KCNK3 block: human KCNK3 channel inhibitors, primary screen, CHO cells, FluxOR thallium flux, B-score | Potassium channel subfamily K member 3 (Homo sapiens), O14649 | FluxOR fluorescence; hits give low values | B-score at 10 µM | actives 0.84% (n = 340,000);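 active = B-score under library mean minus 4 SD, starting fluorescence ratio at most library mean plus 5 SD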;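 also: more negative B-score means stronger inhibition of thallium flux through KCNK3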
hERG protect: hERG rescue from dofetilide block, primary screen, cell-based, CHO-hERG, FluxOR thallium flux, dofetilide IC70; Voltage-gated inwardly rectifying potassium channel KCNH2 (Homo sapiens), Q12809; dofetilide IC70 present; activation (rescue from dofetilide block), less the hit threshold, % at 10 µM; actives 0.51% (n = 310,000); AID 1511, 2009;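 active = activation above the mean of controls blocked by dofetilide plus 5 SD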;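 also: thallium influx through hERG after potassium depolarization seen as dye fluorescence rise; in these data hits start at about 4.7%; inactives centre near -7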
KCNK9 block: KCNK9 potassium channel inhibitors, primary screen, HEK293 cells, thallium flux. Potassium channel subfamily K member 9 (Homo sapiens), Q9NPC2. FluxOR thallium flux fluorescence; hits give low values. B-score at 10 µM. actives 1.2% (n = 310,000). AID 488922, 2010;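 active = ratio B-score over 3 SD below the library mean, with starting fluorescence within 5 SD of its mean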;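 also: negative B-score means less thallium flux so channel inhibition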
Target sequence (Q9NPC2 whole entry, looked up): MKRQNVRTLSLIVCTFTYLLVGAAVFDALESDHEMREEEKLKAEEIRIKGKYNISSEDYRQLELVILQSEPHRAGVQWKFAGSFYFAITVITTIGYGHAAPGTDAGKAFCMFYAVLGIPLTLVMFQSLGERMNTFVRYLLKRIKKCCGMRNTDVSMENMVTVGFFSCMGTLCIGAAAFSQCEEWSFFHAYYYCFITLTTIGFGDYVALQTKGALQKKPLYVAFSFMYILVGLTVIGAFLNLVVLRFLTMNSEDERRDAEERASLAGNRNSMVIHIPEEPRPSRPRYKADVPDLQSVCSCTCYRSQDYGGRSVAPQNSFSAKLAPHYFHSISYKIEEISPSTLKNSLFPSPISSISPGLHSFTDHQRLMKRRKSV
RGS4 act: RGS4 potentiators or activators, primary screen, cell-based, HEK293 M3R inducible RGS4, calcium flux; actives 0.92% (n = 310,000); carbachol calcium flux Fluo4; hits give low values; B-score at 10 µM;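 active = B-score of the integrated calcium signal more than 4 SD below the library mean, with starting fluorescence not abnormally high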;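 also: negative B-score means reduced calcium response which marks RGS4 activation or potentiation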
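Reagent: ECmax carbachol challenge; Test system: M3R-expressing HEK293 line, RGS4 induced by doxycycline; Schedule: overnight RGS4 induction, 30 min dye load 37 °C, 20 min compound RT; Detection: calcium dye Fluo4 fluorescence; Read-out: Agonist-evoked peak-minus-minimum fluorescence over baseline, integrated ratio, B score.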
RGS4 block: RGS4 inhibitors, primary screen, cell-based, HEK293 M3R inducible RGS4, calcium flux. Fluo-4 calcium flux; hits give high values; triggered by carbachol at its EC20. actives 0.45% (n = 310,000). B-score at 10 µM. AID 463165, 2010. Regulator of G-protein signaling 4 (Homo sapiens), P49798;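 active = B-score, a plate-corrected calcium signal, over three deviations above library mean, with baseline fluorescence within five deviations of library mean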;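 also: RGS4 expression induced by doxycycline in cells with stable M3 receptor; B-score is computed from the integrated fluorescence ratio over baseline after carbachol; higher B-score means a larger calcium signal and so more RGS4 inhibition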
Target sequence (P49798 whole entry, looked up): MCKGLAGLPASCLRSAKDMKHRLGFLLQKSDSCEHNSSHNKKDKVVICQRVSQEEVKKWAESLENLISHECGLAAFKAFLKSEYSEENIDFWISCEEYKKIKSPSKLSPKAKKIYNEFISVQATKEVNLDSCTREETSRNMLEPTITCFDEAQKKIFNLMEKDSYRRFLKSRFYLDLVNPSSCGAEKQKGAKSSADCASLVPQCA
ANO1 block: TMEM16A chloride channel inhibitors, primary screen, cell-based, HTS; Anoctamin-1 (Mus musculus), Q8BHY3; HEK293 TMEM16A/YFP iodide influx fluorescence, ionomycin; normalized B-score (activity score, 25-100; higher = stronger inhibition) at 10 µM; actives 1.2% (n = 310,000);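 active = ratio plate-corrected score three or more library SD toward inhibition, starting fluorescence score within five deviations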;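 also: score derived from kinetic fluorescence span divided by baseline fluorescence per well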
* hit, by the source's call.

Results for CCOC(=O)c1ccc(NC(=O)CSc2nnc(COc3ccccc3)n2C)cc1 ?
HDAC3 inhib: -4; KCNQ1 inh: inactive; SKKanGAS inh: -8; TMEM16A act: inactive; KCNQ1 pot: inactive; KCNK3 block: inactive; hERG protect: -4; KCNK9 block: inactive; RGS4 act: inactive; RGS4 block: inactive; ANO1 block: inactive

How did Clc1ccccc1OCCn1cnc2ccccc21 do in these assays?
KCNQ1 inh: inactive; SKKanGAS inh: -6; TMEM16A act: inactive; KCNQ1 pot: inactive; KCNK3 block: inactive; hERG protect: -9; KCNK9 block: inactive; RGS4 act: inactive; RGS4 block: inactive; ANO1 block: inactive

What do the screens show for `CC(=O)c1cccc(NC(=O)CCC(=O)c2ccc(F)cc2)c1`?
KCNQ1 inh: inactive; SKKanGAS inh: 0; TMEM16A act: inactive; KCNQ1 pot: inactive; KCNK3 block: inactive; hERG protect: -8; KCNK9 block: inactive; RGS4 act: inactive; RGS4 block: inactive

Results for COc1cc2c(cc1OC)N1C(=O)CC(OCC(=O)O)C3C4CC5(CCN5C(=O)C4=O)C2C31 (stereo not drawn) ?
HDAC3 inhib: 1; KCNQ1 inh: inactive; SKKanGAS inh: 4; TMEM16A act: inactive; KCNQ1 pot: inactive; KCNK3 block: inactive; hERG protect: -2; KCNK9 block: inactive; RGS4 act: inactive; RGS4 block: inactive; ANO1 block: inactive

What do the screens show for `COc1ccc(C2C3=C(CCCC3=O)Nc3c(-c4ccccc4)c(C)nn32)cc1` (stereo not drawn)?
HDAC3 inhib: -6; KCNQ1 inh: inactive; SKKanGAS inh: -1; TMEM16A act: inactive; KCNQ1 pot: inactive; KCNK3 block: inactive; hERG protect: -13; KCNK9 block: inactive; RGS4 act: inactive; RGS4 block: inactive; ANO1 block: inactive

Results for O=S(=O)(Nc1ccc(-c2ccc3nncn3n2)cc1)c1ccc(Cl)s1 ?
HDAC3 inhib: 11; KCNQ1 inh: inactive; SKKanGAS inh: 32; TMEM16A act: inactive; KCNQ1 pot: inactive; KCNK3 block: inactive; hERG protect: -9; KCNK9 block: inactive; RGS4 act: inactive; RGS4 block: inactive; ANO1 block: inactive

How did Nc1nc(-c2ccccc2)cc(C(F)(F)F)n1 do in these assays?
HDAC3 inhib: -18; KCNQ1 inh: inactive; SKKanGAS inh: 2; TMEM16A act: inactive; KCNQ1 pot: inactive; KCNK3 block: inactive; hERG protect: -8; KCNK9 block: inactive; RGS4 act: inactive; RGS4 block: inactive; ANO1 block: inactive

Results for COC(=O)[C@@H](NC(=O)O[C@@H]1C(=O)c2ccc(OC)cc2O[C@H]1c1cccc(C(F)(F)F)c1)C(C)C ?
HDAC3 inhib: 5; KCNQ1 inh: inactive; SKKanGAS inh: 9; KCNQ1 pot: inactive; hERG protect: -7; KCNK9 block: inactive; RGS4 act: inactive; RGS4 block: inactive; ANO1 block: inactive

What do the screens show for `CC(C)CN1CCN(Cc2cnc(N3CCOCC3)s2)CC1CCO` (stereo not drawn)?
HDAC3 inhib: 0; KCNQ1 inh: inactive; SKKanGAS inh: -3; TMEM16A act: inactive; KCNQ1 pot: inactive; KCNK3 block: inactive; hERG protect: -15; KCNK9 block: inactive; RGS4 act: inactive; RGS4 block: inactive; ANO1 block: inactive

How did COc1cc(NC(=S)Nc2ccc3c(c2)OCCO3)cc(OC)c1OC do in these assays?
HDAC3 inhib: -1; KCNQ1 inh: inactive; SKKanGAS inh: -1; TMEM16A act: inactive; KCNQ1 pot: inactive; KCNK3 block: inactive; hERG protect: -18; KCNK9 block: inactive; RGS4 act: inactive; RGS4 block: inactive; ANO1 block: inactive

How did O=C(NC(=S)Nc1ccccc1C(=O)O)c1ccc(-c2ccc(Br)cc2)o1 do in these assays?
HDAC3 inhib: 1; KCNQ1 inh: 7*; SKKanGAS inh: 40; TMEM16A act: inactive; KCNQ1 pot: inactive; KCNK3 block: inactive; hERG protect: -17; KCNK9 block: inactive; RGS4 act: inactive; RGS4 block: inactive; ANO1 block: 100*

How did CCOC(=O)C1(CCOc2ccccc2)CCN(Cc2ccc(C)o2)CC1 do in these assays?
HDAC3 inhib: 2; KCNQ1 inh: inactive; SKKanGAS inh: -5; TMEM16A act: inactive; KCNQ1 pot: inactive; KCNK3 block: inactive; hERG protect: -10; KCNK9 block: inactive; RGS4 act: inactive; RGS4 block: inactive; ANO1 block: inactive

How did COCCNCCOc1ccc(C)cc1[N+](=O)[O-] do in these assays?
HDAC3 inhib: 0; KCNQ1 inh: inactive; SKKanGAS inh: 1; TMEM16A act: inactive; KCNQ1 pot: inactive; KCNK3 block: inactive; hERG protect: -9; KCNK9 block: inactive; RGS4 act: inactive; RGS4 block: inactive; ANO1 block: inactive

Results for O=C(COC(=O)Cn1[nH]c(=O)c2ccccc2c1=O)Nc1ccc2c(c1)OCO2 ?
HDAC3 inhib: -6; KCNQ1 inh: inactive; SKKanGAS inh: 2; TMEM16A act: inactive; KCNQ1 pot: inactive; KCNK3 block: inactive; hERG protect: -6; KCNK9 block: inactive; RGS4 act: inactive; RGS4 block: inactive; ANO1 block: inactive

How did Cc1nnc2ccc(-c3ccc(NS(=O)(=O)c4ccccc4F)cc3)nn12 do in these assays?
HDAC3 inhib: 0; KCNQ1 inh: inactive; SKKanGAS inh: 12; TMEM16A act: inactive; KCNQ1 pot: inactive; KCNK3 block: inactive; hERG protect: -8; KCNK9 block: inactive; RGS4 act: inactive; RGS4 block: inactive; ANO1 block: inactive

Results for Cc1cccc(NS(=O)(=O)c2ccc(Br)s2)n1 ?
HDAC3 inhib: 4; KCNQ1 inh: inactive; SKKanGAS inh: 5; TMEM16A act: inactive; KCNQ1 pot: inactive; KCNK3 block: inactive; hERG protect: -13; KCNK9 block: inactive; RGS4 act: inactive; RGS4 block: inactive; ANO1 block: inactive

How did COc1ccc(C)c2sc(N(CCN(C)C)C(=O)c3cccc(N4C(=O)CCC4=O)c3)nc12 do in these assays?
HDAC3 inhib: 5; KCNQ1 inh: inactive; SKKanGAS inh: -12; TMEM16A act: inactive; KCNQ1 pot: inactive; KCNK3 block: inactive; hERG protect: -12; KCNK9 block: inactive; RGS4 act: inactive; RGS4 block: inactive; ANO1 block: inactive

How did Cc1ccc(N2C(=O)CS/C2=C(\C(Cl)=C(Cl)Cl)[N+](=O)[O-])cc1 do in these assays?
HDAC3 inhib: 0; KCNQ1 inh: inactive; SKKanGAS inh: 15; TMEM16A act: inactive; KCNQ1 pot: inactive; KCNK3 block: inactive; hERG protect: -8; KCNK9 block: inactive; RGS4 act: inactive; RGS4 block: inactive; ANO1 block: inactive

Results for Cc1csc(NC(=O)C2CC(=O)N(Cc3ccco3)C2)n1 (stereo not drawn) ?
HDAC3 inhib: 7; KCNQ1 inh: inactive; SKKanGAS inh: -4; TMEM16A act: inactive; KCNQ1 pot: inactive; KCNK3 block: inactive; hERG protect: -4; KCNK9 block: inactive; RGS4 act: inactive; RGS4 block: inactive; ANO1 block: inactive

Results for O=C(NCCS(=O)(=O)NCC1CCCO1)c1ccccc1 (stereo not drawn) ?
HDAC3 inhib: -6; KCNQ1 inh: inactive; SKKanGAS inh: 3; TMEM16A act: inactive; KCNQ1 pot: inactive; KCNK3 block: inactive; hERG protect: -4; KCNK9 block: inactive; RGS4 act: inactive; RGS4 block: inactive; ANO1 block: inactive

How did O=[N+]([O-])c1ccc(Oc2ccc(-c3nnco3)cc2)c(Cl)c1 do in these assays?
HDAC3 inhib: 3; KCNQ1 inh: inactive; SKKanGAS inh: 9; TMEM16A act: inactive; KCNQ1 pot: inactive; KCNK3 block: inactive; hERG protect: -2; KCNK9 block: inactive; RGS4 act: inactive; RGS4 block: inactive; ANO1 block: inactive

How did CC(C)(CNC(=O)c1cccc(NS(=O)(=O)c2ccc(Br)cc2)c1)N1CCOCC1 do in these assays?
HDAC3 inhib: 0; KCNQ1 inh: inactive; SKKanGAS inh: -1; TMEM16A act: inactive; KCNQ1 pot: inactive; KCNK3 block: inactive; hERG protect: -11; KCNK9 block: inactive; RGS4 act: inactive; RGS4 block: inactive; ANO1 block: inactive

What do the screens show for `COC(=O)c1ccccc1S(=O)(=O)N1CCC(C(=O)N(C)CCOc2ccccc2)CC1`?
HDAC3 inhib: 2; KCNQ1 inh: inactive; SKKanGAS inh: -21; TMEM16A act: inactive; KCNQ1 pot: inactive; KCNK3 block: inactive; hERG protect: -14; KCNK9 block: inactive; RGS4 act: inactive; RGS4 block: inactive; ANO1 block: inactive

What do the screens show for `O=C(CCc1nnc2n(Cc3ccc(Cl)cc3)c(=O)c3ccccc3n12)N1CCN(c2ccccn2)CC1`?
HDAC3 inhib: 6; KCNQ1 inh: inactive; SKKanGAS inh: 22; TMEM16A act: inactive; KCNQ1 pot: inactive; KCNK3 block: inactive; hERG protect: -9; KCNK9 block: inactive; RGS4 act: inactive; RGS4 block: inactive; ANO1 block: inactive

Results for CC(=O)OC(C(=O)NC1CCCCC1)c1ccccc1F (stereo not drawn) ?
HDAC3 inhib: 3; KCNQ1 inh: inactive; SKKanGAS inh: 6; TMEM16A act: inactive; KCNQ1 pot: inactive; KCNK3 block: inactive; hERG protect: -14; KCNK9 block: inactive; RGS4 act: inactive; RGS4 block: inactive; ANO1 block: inactive
